aSyn yeast rescue – alpha-synuclein toxicity suppression in yeast; 0.02% of 94,000 active; AID 1347070; Potency, µM (titrated, usually from 46.1 µM), for the others: at the highest dose growth rescue (activation), most hits filed as activators; S. cerevisiae alpha-synuclein toxicity rescue, BacTiter-Glo growth, 24 h; active = well fitted activation curve with a large enough effect; note: 0% is about no effect
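Growth restoration measured by BacTiter-Glo luminescence after 24 hr at 30 deg C; alpha-synuclein yeast, raffinose-pregrown to mid-log, were added at OD600=0.02 in galactose medium onto pinned compounds.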
* marks the source's active call; other numbers are inactive results; [ ] = dose if it differs, or a comment. Potency is the fitted concentration of half-maximal effect. Not all compounds are listed, so the mix of outcomes need not match the whole.

Molecule,aSyn yeast rescue
COc1ccc(-c2cc(C(=O)N3CCCC(C(F)(F)F)C3)c3ccccc3n2)cc1OC (stereo not given),-1.1%
CC(=O)Nc1ccc(/C(C)=N/NC(=O)c2ccncc2)cc1,-10.0%
O=C(CSc1nc2ncccc2[nH]1)Nc1cc(F)ccc1F,-9.1%
CCc1cccc(NC(=O)CCn2c(=O)c3cccn3c3cccnc32)c1,-3.4%
COc1ccc(NC(=O)CN(C)C(=O)c2ccc(N3CCCC3)c([N+](=O)[O-])c2)cc1,0.4%
Cc1ccc(S(=O)(=O)NCCC(=O)OCC(=O)N(C)c2ccccc2)cc1,8.0%
CC1CCCN(S(=O)(=O)c2ccc3[nH]c(=O)cc(C(=O)NCCCN4CCCCCC4)c3c2)C1 (stereo not given),0.2%
Cc1ccc(NC(=O)CSc2nnc(NC(=O)NC3CCCCC3)s2)cc1,3.3%
O=CN(c1ccccc1)c1ccc2ccccc2c1,4.0%
Cc1cc(C)nc(NC(=O)CN2C(=O)c3ccccc3S2(=O)=O)n1,0.0%
Cc1cc(C)c(S(=O)(=O)NCCn2ccc3ccccc32)c(C)c1,1.2%
COc1ccccc1NC(=O)CSc1nnc(-c2ccccc2C)o1,9.5%
COc1cc(OC)cc(C(=O)Nc2ccc(-c3nc4ccccc4s3)c(C)c2)c1,0.1%
COc1ccc(/C=N/Nc2nc(Nc3ccccc3)nc(N3CCCC3)n2)cc1,-3.4%
Fc1cccc(/C=N/Nc2nccnc2Cl)c1,-7.9%
Cc1ccc(C2C=C(c3ccccc3)Nc3nc(NS(C)(=O)=O)nn32)cc1 (stereo not given),-10.1%
O=C(NC1CCCC1)C(c1ccncc1)N(C(=O)c1csnn1)c1ccccc1 (stereo not given),11.3%
Cc1ccc(NC(=O)c2cc(S(=O)(=O)N3CCCCC3)c[nH]2)cc1N(C)C,-5.5%
COc1ccccc1C(=O)NCCC(=O)NNC(=O)Cn1ccc(C(F)(F)F)n1,-41.3%[inhibitor]
CC1=C(C(=O)N2CCOCC2)CC(CC(=O)NCCN2CCOCC2)C(=O)N1Cc1ccccc1 (stereo not given),1.2%
CCOc1ccc(Cn2nnc(C(=O)Nc3ccc(Cl)cc3)c2N)cc1,-9.0%
CC(=O)OCC(=O)Nc1ccc(N=Nc2ccccc2)cc1,-24.1%
Cc1cccc(OCC(=O)Nc2ccc3oc(-c4ccccc4F)nc3c2)c1,6.9%
COc1ccc(OCC(=O)Nc2cc(-c3cccc(Cl)c3)nn2-c2ccccc2)cc1,-14.3%
O=C(NCc1ccncc1)c1cc(S(=O)(=O)N2CCOCC2)c(Cl)cc1Cl,-8.9%
CCN1CCN(CCCNC(=O)CCC(=O)N2CC(C)Oc3ccc(C)cc32)CC1 (stereo not given),-3.4%
CC1CCCC(C)N1CCCNC(=O)Cn1cc2c(n1)CCCC2 (stereo not given),1.4%
COc1ccc(-c2nc3ccccc3n3c(-c4cccc(C)c4)c4c(=O)n(C)c(=O)n(C)c4c23)cc1OC,0.4%
CC(=O)c1ccc(N2C(=O)N(CC(=O)c3ccc(C)cc3)c3ccccc3S2(=O)=O)cc1,6.5%
COc1ccc(Cl)cc1C(=O)Nc1c2c(nn1-c1ccc(Cl)cc1)CS(=O)(=O)C2,-9.2%

Part of the list above, field by field:
CC(=O)OCC(=O)Nc1ccc(N=Nc2ccccc2)cc1
- aSyn yeast rescue = -24.1%
Cc1cccc(OCC(=O)Nc2ccc3oc(-c4ccccc4F)nc3c2)c1
- aSyn yeast rescue = 6.9%
COc1ccc(OCC(=O)Nc2cc(-c3cccc(Cl)c3)nn2-c2ccccc2)cc1
- aSyn yeast rescue = -14.3%
O=C(NCc1ccncc1)c1cc(S(=O)(=O)N2CCOCC2)c(Cl)cc1Cl
- aSyn yeast rescue = -8.9%

(next part)
Molecule,aSyn yeast rescue
Cc1cc(NC(=O)c2cccnc2)cc(-c2nc3cc(Cl)ccc3o2)c1O,-9.5%
Cc1ccccc1CCNC(=O)c1ccc2c(c1)nc1n2CCC(C)C1 (stereo not given),-4.3%
O=C(CC(c1ccccc1)c1ccccc1)Nc1ccncc1,-2.2%
CCOC(=O)c1cc(-c2ccccc2)n(CCC(=O)NC2CCCCC2)c1C,-12.9%
Cc1ccc(/C=C2\S/C(=N/S(=O)(=O)c3cccs3)NC2=O)cc1,0.9%
NC(=O)c1sc2nc(-c3cccnc3)ccc2c1N,6.2%
COCCNC(=O)C(c1ccc(F)cc1)N(Cc1ccccc1)C(=O)CCC(=O)Nc1nccs1 (stereo not given),2.4%
COc1ccccc1C(=O)Nc1cc2c(cc1N1CCCCC1)n(C)c(=O)n2C,6.6%
COCCCNC(=S)N1CCN(c2ccccc2)CC1,-16.9%
Cc1nn(C)c2c1c(C(F)(F)F)cc(=O)n2C(C)C(=O)Nc1ccccc1F (stereo not given),7.0%
COc1ccccc1C(=O)COC(=O)C(CCSC)NC(=O)COc1ccccc1 (stereo not given),-6.8%
CC(C)(C)C(=O)NC(=S)NNC(=O)c1ccc(-c2ccccc2)cc1,-21.0%
Cc1cccc(NC(=O)c2ccco2)c1C(=O)O,1.0%
Cc1cc2ccccc2n1CCNC(=O)Cc1cccc2ccccc12,7.6%
Cc1ccc(C)c(NC(=O)CCn2nc(C)c3c(C)n(-c4ccccc4)nc3c2=O)c1,-12.0%
Cc1nc(-c2ccccc2)sc1CCNC(=O)C(=O)Nc1ccc(F)c(Cl)c1,-3.6%
Cc1ccc(NC(=O)CN(C)C(=O)Cc2coc3cc(C)c(C)cc23)cc1,0.5%
COC(=O)c1c(NC(=O)/C(C#N)=C/c2ccccc2)sc2c1C(C(=O)OC)CC2 (stereo not given),-2.2%
COc1ccc(NC(=O)c2cc(S(=O)(=O)Nc3ccc(OC)cc3)cs2)cc1,-4.2%
Cc1ccc(/C=C/c2onc(C)c2S(=O)(=O)N2CCC(C(=O)NCc3ccc(OC(C)C)cc3)CC2)cc1,2.4%
COc1ccc(C(=O)n2nc(-c3ccco3)nc2NCc2cccs2)cc1,4.8%
Cn1nnnc1SCCCNCc1cccc(OCc2ccccc2Cl)c1,-2.1%
COc1ccccc1C(=O)COC(=O)CNS(=O)(=O)c1ccc(C)c(C)c1,2.3%
O=C(Nc1ccc(S(=O)(=O)C(F)F)cc1)c1ccc2c(=O)n3c(nc2c1)CCC3,-6.4%
Cc1cccc(NC(=O)CS(=O)(=O)c2cccc3nsnc23)c1,5.1%
O=C(c1ccoc1)N1CCN(c2cc(-c3ccccc3)nc3cc(-c4ccc(Br)cc4)nn23)CC1,-5.9%
O=S1(=O)CC(c2ccccc2)=NN=C(c2ccccc2)C1,0.2%
Cc1nc2c(-c3ccccc3)c(C)nn2c(C)c1CCC(=O)NCc1ccccc1,3.8%
O=C(O)c1cccc(-n2c(/C=C/c3ccccc3)nc3ccccc3c2=O)c1,-13.6%
O=C(Nc1cc(Cl)ccc1Cl)C1Cc2ccccc2O/C1=N\O (stereo not given),13.0%
O=C(NN1C(=O)/C(=C\c2cccnc2)SC1=S)c1ccco1,5.5%
CCc1ccc(NC(=O)CCc2c(C)nn(-c3ccc(N4CCCC4)nn3)c2C)cc1,-5.5%
CC(C)c1ccc(C2c3c(oc4ccc(Cl)cc4c3=O)C(=O)N2CCCN2CCOCC2)cc1 (stereo not given),5.2%
CSc1ncccc1C(=O)N1CCCC(Nc2ccc(F)c(F)c2)C1 (stereo not given),-0.5%
O=C(/C(=C(\[O-])c1ccccc1)[n+]1ccc2ccccc2c1)c1ccc([N+](=O)[O-])cc1,-7.9%
COc1cccc(CNC(=O)c2ccc(-n3c(C)cc4c3CCC(C)C4)cc2)c1 (stereo not given),-3.9%
CCOc1ccc(N(CC)S(=O)(=O)N2CCCC(C(=O)Nc3cc(Cl)ccc3OC)C2)cc1 (stereo not given),3.7%
CCOC(=O)c1c(CSC(=N)N)n(C)c2cc(Br)c(OC(C)=O)cc12,-2.7%
CCOc1ccc(NC(=O)c2c(Nc3ccccc3C)sc(C(=O)c3ccc(Cl)cc3)c2N)cc1,-0.7%
CCOCCc1nn2c(=O)cc(COC(=O)c3ccccc3NC(=O)c3cccs3)nc2s1,-3.6%
CC(OC(=O)/C=C/c1cccs1)C(=O)Nc1ccc(S(N)(=O)=O)cc1 (stereo not given),-6.7%
O=C(N/N=C/c1cccnc1)c1cccc(NC(=O)c2cccc(Br)c2)c1,4.4%
O=C(Nc1ccc(C(=O)N2CCCCC2)cc1)c1nsc2ccccc12,-26.2%
CC12CC3(C)CC(C)(C1)CC(C(=O)NC(=S)N1CCCC1)(C2)C3,-13.5%
O=C(CSc1nccc(=O)[nH]1)Nc1ccccc1Sc1ccccc1,8.1%
Cc1cc(OCCn2c(C3CC(=O)N(Cc4ccc(F)cc4)C3)nc3ccccc32)ccc1Cl (stereo not given),-13.6%
CCOC(=O)C1CC(c2ccccc2)=NN1c1ccccc1 (stereo not given),-4.7%
C[C@H](CO)N1C[C@H](C)[C@@H](CN(C)S(=O)(=O)c2cccc(C#N)c2)OCc2cnnn2CCCC1=O,-7.7%
CN(C)C(=O)CCSc1nnc(-c2ccncc2)o1,1.2%
C=CCSc1nc2sc3c(c2c(=O)[nH]1)CCC3,-6.9%

Next structures.
Molecule,aSyn yeast rescue
CCOC(=O)c1c(C)[nH]c(C)c1S(=O)(=O)N1CCCC(C(=O)NCc2ccc(N(C)C)cc2)C1 (stereo not given),9.4%
O=C(O)COc1ccccc1/C=N/NC(=O)CSc1nc2ccccc2c(=O)n1-c1ccccc1,-8.6%
CC(=O)N1CCc2cc(CNC(=O)Nc3cc(Cl)ccc3C)ccc21,-4.8%
CCCCCOc1ccc(CSc2n[nH]c(C)n2)cc1,-41.5%[inhibitor]
COc1ccc(-n2ncc(C(=O)N3CCN(c4ccccn4)CC3)c2C2CCN(C(=O)OC(C)(C)C)CC2)cc1,3.1%
O=S(=O)(NCC(c1cccnc1)N1CCN(c2ccccc2F)CC1)c1cccs1 (stereo not given),13.2%
NC(=O)C1CCN(c2ncnc3c2cnn3-c2ccccc2)CC1,-4.3%
CC(=O)Nc1ccc(NC(=O)Cn2c(=O)ccc3cc(S(=O)(=O)N4CCC(C)CC4)ccc32)cc1,-9.4%
CCc1c(-c2ccccc2)nc2ccccc2c1C(=O)NC(C)c1ccccc1 (stereo not given),-18.4%
CN(c1ccc(C(=O)N2CCOCC2)cc1)S(=O)(=O)c1cccs1,2.0%
COc1cccc(N2CCN(C(=O)c3c4c(nc5ccccc35)C(=O)N(C3CCCCC3)C4)CC2)c1,3.9%
Nc1ccn([C@@H]2O[C@H](CNCc3cc(Br)ccc3OCc3ccccc3)[C@@H](O)[C@H]2O)c(=O)n1,4.0%
O=C(CCCSc1ccc(Cl)cc1)Nc1ccccc1O,-21.0%
CCOC(=O)c1c(NC(=O)CCNCc2ccco2)sc2c1CCC2,0.1%
Cc1ccc(-n2nc(C(=O)NC(C)C)c(=O)n(C)c2=O)cc1,-2.8%
Cc1cc(C)cc(NC(=S)NCc2ccc(S(N)(=O)=O)cc2)c1,0.8%
Cc1ccc(Cl)cc1NC(=O)Cc1ccc(-n2c(C)nc3cccnc32)cc1,-8.8%
Cn1nnc2c(N3CCN(c4ccccc4F)CC3)ncnc21,6.0%
CCOC(=O)Cc1c(C)nc2c(-c3ccc(Cl)cc3)c(C(F)(F)F)nn2c1C,-22.4%
Cc1cc(C)c(NC(=O)Cn2c(=O)n(CC(=O)NCc3ccccc3Cl)c(=O)c3sccc32)c(C)c1,-3.5%
Cc1ccnc(NCc2cc(Cl)cc(Cl)c2O)c1,9.5%
CCc1ccc(NC(=O)CCCn2nc(C)c3c(C)n(-c4ccccc4)nc3c2=O)cc1,0.6%
Cc1cccc(OCC(=O)NCCCNC(=O)c2ccco2)c1,-0.4%
O=C(NCc1ccco1)C1CCCN(S(=O)(=O)c2ccc(Br)cc2)C1 (stereo not given),-14.6%
CN(Cc1ccccc1)S(=O)(=O)c1ccc(Cl)c(C(=O)NCc2cccnc2)c1,3.4%
COc1ccc(CNc2nc3c(c(=O)n(C)c(=O)n3C)n2Cc2ccccc2Cl)cc1,8.3%
COc1ccc(NCC(=O)N/N=C/c2cc([N+](=O)[O-])ccc2N2CCCC2)cc1,7.0%
Cn1c(=O)c2c(ncn2CC(=O)OCC(=O)Nc2ccc(Cl)cc2)n(C)c1=O,-0.7%
COC(=O)c1ccc(CSc2cc(C)c3ccccc3n2)o1,-4.3%
CCn1cc(S(=O)(=O)c2ccc(OC)cc2)c(=O)c2cc(F)c(N3CCC(C)CC3)cc21,9.0%
CCCCc1nnc(SCc2cc(=O)c3cc(C(=O)OCC)ccc3[nH]2)n1C,8.6%
CCOc1ccc(NC(=O)c2ccc3c(SCC(=O)O)c4c(nc3c2)CCC4)cc1,-9.6%
Cn1c(=O)c2c(nc(CN3CCN(C(=O)c4ccco4)CC3)n2Cc2ccccc2F)n(C)c1=O,-2.6%
Cc1cccc(NC(=O)COC(=O)CN2C(=O)c3ccccc3C2=O)c1C,14.6%
COc1ccc(Cl)cc1NC(=O)c1cnc(SC)nc1-c1ccccc1,-3.2%
CC(C)(C)NC(=O)C(c1cccs1)N(Cc1ccc(F)cc1)C(=O)c1csnn1 (stereo not given),17.8%
Cc1ccc(NC(=O)CCN2C(=O)NC(C)(C)C2=O)cc1F,8.9%
CC1CCCCC1NC(=O)c1ccc(S(=O)(=O)NNC(=O)c2ccncc2)cc1 (stereo not given),9.1%

Compound activity deposited in PubChem by National Center for Advancing Translational Sciences (NCATS).
